TRPC6 inh: inhibitors of mouse TRPC6 channel; HEK293-TRPC6, membrane potential dye, ACh-evoked depolarization; hits give low values; B-score at 10 µM; 310,000 tested, 1.1% active; AID 2553;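 active means B-score under library mean minus 3 SD, initial fluorescence not abnormally high, positive integrated signal ratio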;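 further: B-score derived from integrated fluorescence ratio over the kinetic read; more negative B-score means stronger inhibition of depolarization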
TRPC4 potent: allosterically enhances the mouse TRPC4 cation channel | HEK293 TRPC4beta/mu-opioid, DAMGO EC20, Fluo-4 Ca2+ flux; hits give high values | Q9QUQ5 | 310,000 tested, 0.42% active | B-score at 10 µM | AID 2227;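 active means B-score of calcium response area above 5 SD of library B-scores, with initial fluorescence ratio within 5 SD of library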;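 further: B-score of integrated fluorescence ratio over time as area under calcium response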
Target sequence (Q9QUQ5 whole entry, looked up): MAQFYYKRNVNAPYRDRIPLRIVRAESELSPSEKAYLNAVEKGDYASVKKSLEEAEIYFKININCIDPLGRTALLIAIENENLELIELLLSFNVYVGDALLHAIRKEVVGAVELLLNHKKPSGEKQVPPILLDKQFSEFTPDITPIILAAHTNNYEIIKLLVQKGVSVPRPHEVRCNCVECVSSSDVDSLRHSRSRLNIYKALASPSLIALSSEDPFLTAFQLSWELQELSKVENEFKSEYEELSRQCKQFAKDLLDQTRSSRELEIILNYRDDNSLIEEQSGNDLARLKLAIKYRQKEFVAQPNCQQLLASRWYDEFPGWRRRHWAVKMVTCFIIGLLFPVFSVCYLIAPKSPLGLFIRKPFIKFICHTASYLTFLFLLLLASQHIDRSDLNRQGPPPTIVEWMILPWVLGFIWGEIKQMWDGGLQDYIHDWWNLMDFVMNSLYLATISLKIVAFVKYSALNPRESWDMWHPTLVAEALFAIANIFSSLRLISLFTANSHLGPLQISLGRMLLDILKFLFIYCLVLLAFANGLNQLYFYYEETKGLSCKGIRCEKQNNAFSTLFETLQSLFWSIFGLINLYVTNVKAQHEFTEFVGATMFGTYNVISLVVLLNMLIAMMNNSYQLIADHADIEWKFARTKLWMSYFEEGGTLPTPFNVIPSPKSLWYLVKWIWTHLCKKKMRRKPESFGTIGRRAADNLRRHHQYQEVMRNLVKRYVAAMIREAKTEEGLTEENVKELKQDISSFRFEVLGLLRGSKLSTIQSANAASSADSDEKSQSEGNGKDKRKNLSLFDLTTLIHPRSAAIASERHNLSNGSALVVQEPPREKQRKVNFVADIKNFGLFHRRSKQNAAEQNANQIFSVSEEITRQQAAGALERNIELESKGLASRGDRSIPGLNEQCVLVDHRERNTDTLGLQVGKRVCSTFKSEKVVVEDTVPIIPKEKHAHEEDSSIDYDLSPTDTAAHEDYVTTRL
MrgX1 antagonist: human MrgX1 receptor antagonism, primary screen | MRGX1-HEK293 calcium flux, Fluo-4, BAM8-22 antagonism; hits give low values | 310,000 tested, 1.3% active | B-score at 10 µM;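 active means calcium-response B-score plate-corrected more than 3 library SD below zero, starting fluorescence within 5 deviations, no agonist response on first addition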;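 further: peak minus trough fluorescence over baseline after final BAM8-22 challenge near maximal dose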
HIF act: HIF pathway transcriptional activation; U2OS HRE-luciferase reporter, luminescence; normalized: DMSO 0%, desferrioxamine 100%; activation, % at 7.5 µM (by protocol); 300,000 tested, 0.32% active; AID 1910;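 active means mean activation of at least 10% of the iron chelator positive control signal, with at least half of replicates also reaching 10%; inconclusive means mean and replicate majority disagree about reaching 10%; inactive means mean and most replicates under 10%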
aSyn UTR inh: MLPCN primary screen, SNCA 5' untranslated region | alpha-synuclein 5'UTR reporter, inhibitor activity | inhibition, % (tested at 7.5 µM) | 300,000 tested, 0.82% active; in the data active means inhibition above about 60%; inconclusive means no clear call, values can overlap the other calls;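 further: H4 neuroglioblastoma cells stably carrying SNCA 5'UTR luciferase fusion; 0% = DMSO wells and 100% = positive control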
KLF5 inhibitor: inhibitors of KLF5 expression | DLD-1 KLF5 promoter-luciferase reporter, luminescence | inhibition, % at 5 µM | 290,000 tested, 0.23% active | AID 1700;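 active means inhibition above a per-plate limit of that plate's mean compound inhibition plus 3 SD, cut at about 60% in these data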;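 further: 0% = DMSO wells and 100% = LY294002 at 200 µM; higher means less KLF5 promoter-driven luciferase light; inactives centre near -14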
IEC-6 tox: kills IEC-6 intestinal cells in KLF5 counter-screen. IEC-6 cytotoxicity, luminescence viability. inhibition, % at 5 µM. 290,000 tested, 0.78% active; in the data active means inhibition above about 22%;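 further: 0% = plate median of test compound wells and 100% = cytotoxic reference compound wells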
TRPC4 inh: inhibitors of mouse TRPC4 channel | HEK293 TRPC4beta/mu-opioid, DAMGO-evoked Fluo4 calcium flux; hits give low values | B-score at 10 µM | 300,000 tested, 0.39% active;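 active means B-score over 3 SD under the library average, no early fluorescence shift, positive overall ratio signal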
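Material: HEK293 cells with stable TRPC4beta plus mu-opioid receptor expression; probe or stimulus: DAMGO in two steps, submaximal then maximal; technique: Fluo4 calcium fluorescence by kinetic imaging, 5 s 1 Hz baseline; measure: integrated fluorescence ratio relative to baseline, converted to per-well B score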
TRPC4 agonist: TRPC4 (mouse) channel activation. HEK293 TRPC4beta/mu-opioid, Fluo4 calcium fluorescence; hits give high values. Q9QUQ5. B-score at 10 µM. AID 2237. 310,000 tested, 0.49% active;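 active means B-score above 5 SD of library B-scores, and initial fluorescence ratio not above library mean plus 5 SD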;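 further: positive B-score marks a calcium rise read as TRPC4 activation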
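System – HEK293 cells stably co-expressing mouse TRPC4beta and mu-opioid receptor · Signal – Fluo4 calcium-sensitive dye fluorescence, kinetic, 1 Hz baseline · Benchmarks – buffer (low) and maximal DAMGO (high) · Read-out – B score of integrated fluorescence ratio per well · Incubation – dye loading 45 min room temperature, 110 s kinetic read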
TRPC6 act: mouse TRPC6 channel activation | B-score at 10 µM | HEK293-TRPC6 membrane potential dye fluorescence; hits give high values | 310,000 tested, 0.13% active | AID 2550 | Q61143;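 active means B-score of the integrated fluorescence ratio above library mean plus 3 SD, and starting fluorescence ratio within library mean plus 5 SD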;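 further: higher score means more depolarization so channel activation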
SKKanGAS inh: SKKanGAS growth inhibition. 300,000 tested, 1.3% active. AID 1662. S. pyogenes SKKanGAS, kanamycin growth, BacTiter-Glo, 6 h. inhibition, % at 7.5 µM;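 active means mean replicate score, as percent of positive control median, at least 50; inconclusive means mean below 50 but one replicate at or above 50; inactive means mean and every replicate below 50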;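 further: strain carries kanamycin resistance gene driven by streptokinase promoter and grows in 40 µg/ml kanamycin; loss of luminescence reflects streptokinase promoter inhibition or plain growth inhibition; 0% = median of DMSO wells and 100% = positive control at its reference dose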
* = called active by the depositor; i = inactive; ? = inconclusive; . = not tested or not shown.

SMILES	TRPC6 inh	TRPC4 potent	MrgX1 antagonist	HIF act	aSyn UTR inh	KLF5 inhibitor	IEC-6 tox	TRPC4 inh	TRPC4 agonist	TRPC6 act	SKKanGAS inh
CCC(=O)Nc1ccc(-c2nc3ccccc3c(=O)o2)cc1	i	i	.	0.1	-32	10	8	i	i	i	-1
CCOP(=O)(O)c1cccc(OCCOCCOc2cccc(P(=O)(O)OCC)c2)c1	i	i	i	0.1	4	3	-1	i	i	i	-2
Cc1noc(NS(=O)(=O)c2ccc(NC(=O)/C=C/c3ccc(C(C)C)cc3)cc2)c1C	i	i	i	0.2	20	-13	-1	i	i	i	2
CCCc1cc(=O)c2ccc(OCC(C)=O)cc2o1	i	i	i	0.7	-9	-3	7	i	i	i	-6
O=C(CC(=O)NN=C1CCCC1)NCCc1ccccc1	i	i	i	-0.3	-7	-6	-8	i	i	i	-3
Cc1ccc(N(C)S(=O)(=O)c2ccc3c(c2)NC(=O)C(C)S3)cc1 (stereo not drawn)	i	i	i	0.9	3	3	-2	i	i	i	-3
O=C(CNC(c1ccccc1)c1ccccc1)Nc1ccccc1-c1ccccc1	i	i	i	-0.4	14	-27	0	i	i	i	16
COc1ccccc1OCCn1cc(/C=N/n2cnnc2)c2ccccc21	i	i	i	0.1	11	-23	1	i	i	i	-14
O=C(c1sc2ccccc2c1Cl)N(Cc1ccco1)C1CCS(=O)(=O)C1 (stereo not drawn)	i	i	i	-0.1	26	-23	-2	i	59*	i	-5
C=CCNC(=S)N/N=C(\C)c1ccc(OC)cc1	i	i	i	0.2	0	-37	3	i	i	i	-4
O=C(NCc1ccccn1)c1ccc(Cl)c(S(=O)(=O)Nc2ccccc2C(=O)NCc2ccccn2)c1	i	i	i	0.0	4	-2	-7	i	i	i	4
CCc1cccc2c(C#N)cn(CC(=O)NCc3ccco3)c12	i	i	i	-2.8	9	-5	1	i	i	i	16
CCCCC1(C)NC(=O)N(CC(=O)Nc2ccc(S(=O)(=O)N3CCOCC3)cc2)C1=O (stereo not drawn)	i	i	i	-0.9	25	12	10	i	i	i	7
CCN(CCn1cccn1)C(=O)CCc1nnc(C2(c3ccc(Cl)cc3)CCC2)o1	i	i	i	1.4	-86	5	-4	i	i	i	-7
O=C(O)CCC(=O)NNC(=O)c1ccc(Br)cc1	i	i	-9.3*	0.1	-27	-12	-7	i	i	i	-6
Cc1ccn2cc(C(=O)N3CCCC(Nc4ccc(F)cc4)C3)nc2c1 (stereo not drawn)	i	i	i	0.8	-17	-26	-1	i	i	i	-2
CN1C/C(=C/c2cccs2)C(=O)/C(=C\c2cccs2)C1	i	i	i	0.4	-28	-2	-3	i	i	i	-8
Cc1sc2ncn(CC(=O)N3CCCC(C)C3)c(=O)c2c1S(=O)(=O)N1CCCCC1 (stereo not drawn)	i	i	i	0.0	10	-21	1	i	i	i	-10
CC(C)Cn1c(-c2cc(Br)ccc2F)nc2c1c(=O)[nH]c(=O)n2CC(C)C	i	i	i	-0.4	33	6	4	i	i	i	5
O=C(Nc1cccc([N+](=O)[O-])c1)c1ccccc1	i	i	i	0.4	-55	3	5	i	i	i	5
C=CCOc1ccc(/C=N/NC(=O)CN2CCOCC2)cc1OCC	i	i	i	-0.2	-7	-15	-6	i	i	i	7
COc1ccc(Br)cc1CN1CCCCCC1	i	i	i	-1.3	-6	-36	3	i	i	i	0
Cc1c(NC(=O)CS(=O)(=O)c2ccccc2)c(=O)n(-c2ccccc2)n1C	i	i	i	-0.5	18	-18	-2	i	i	i	-4
O=C(CSc1nnnn1Cc1ccccc1)Nc1cccc(F)c1	i	i	i	0.2	10	-8	8	i	i	i	-3
COc1ccccc1OCC(=O)N1CCCCCCC1	i	i	i	0.2	4	-16	-1	i	i	i	-1
C=CCNCC(=O)Nc1ccccc1SCC(=O)Nc1ccsc1C(=O)OC	i	i	i	0.0	-9	-30	7	i	i	i	1
CC1=CN2C(=N)/C(=C/c3ccco3)C(=O)N=C2S1	i	i	i	2.8	-219	-16	-1	i	i	i	-1
CCOc1ccc(N/C(SC)=C(/C#N)C(N)=O)cc1	i	i	i	0.5	-23	-5	-4	i	i	i	-3
Cc1cc(SC(C)C(=O)NCC(=O)Nc2ccc(F)c(F)c2F)nc2ccccc12 (stereo not drawn)	i	i	i	0.0	?	-16	0	i	i	i	-10
COc1ccccc1CC1CC(=O)N(c2ccccc2)C1=O (stereo not drawn)	i	i	i	-1.3	16	13	2	i	i	i	-4
Cc1ccc(C(=O)Nc2nnc(C3=COCCO3)o2)cc1C	i	i	i	0.0	-10	-18	-3	-6*	i	i	86*
Nc1c(C(=O)Nc2ccc(Cl)cc2)sc2nc(N3CCOCC3)c3c(c12)CCCC3	i	i	i	0.7	14	0	-3	i	i	i	38
COC(=O)CC(N)c1ccc(OC)c2ccccc12 (stereo not drawn)	-5.3*	i	i	0.2	22	-12	2	i	i	i	1
O=C(NCCO)c1ccc(-c2nnc(N3CCOCC3)c3ccccc23)cc1	i	i	i	0.1	4	-22	-3	i	i	i	8
COc1cccc(Cn2nc(C(=O)O)c3ccccc3c2=O)c1	i	i	i	0.0	13	-9	0	i	i	i	-5
O=C(CCC1CCN(Cc2ccccc2Cl)CC1)NC1CC1	i	i	i	0.1	-4	-23	0	i	i	i	-4
CCOC(=O)c1ccc(NC(=O)COc2ccc(CNC3CCCCC3)cc2OC)cc1	i	i	i	-0.4	-63	-31	-4	i	i	i	4
Cc1ccccc1C(=O)NNC(=O)C(=O)N1CCCCC1	i	i	i	.	0	8	7	i	i	i	-2
CC1CCN(C(=O)CSc2nnc(CSc3ncccn3)n2C)CC1	i	i	i	-0.8	17	-14	0	i	i	i	1
Cc1ccc(C)c(CN2CCCN(C(=O)Cn3ncc4c3-c3ccccc3OC4)C2)c1	i	i	i	-0.1	-4	-5	-4	i	i	i	-1
COc1ccc(CNC2CCSc3ccccc32)cc1OC (stereo not drawn)	i	i	i	0.4	-2	-34	-1	i	i	i	0
CCn1nnnc1SCC(=O)N1CCOCC1	i	i	i	-36	-3	-32	-1	i	i	i	-5
O=C(c1ccc2c(=O)n(-c3ccccc3)c(=O)[nH]c2c1)N1CCN(c2ccc(F)cc2)CC1	i	i	i	-0.1	5	-12	1	i	i	i	-13
Cc1ccc(NC(=O)Nc2c(Cl)cccc2Cl)cn1	i	i	i	-25	10	-49	0	i	i	i	-1
CN(C)C(CNc1ncnc2sc3c(c12)CCCC3)c1ccco1 (stereo not drawn)	i	i	i	0.2	-22	8	-1	i	121*	i	-3
CC(C)(C)c1ccc(C(=O)NCc2nnc(SCC(=O)NC3CCCC3)o2)cc1	i	i	i	0.2	-1	-3	1	i	i	i	?
Nc1ccccc1-n1cccc1	i	i	i	-0.1	6	-17	10	i	i	i	37
CCOC(=O)C(=CNc1ccc(N2CCOCC2)cc1)C(=O)OCC	i	i	i	0.4	-43	-30	4	i	i	i	-1
Cc1cccc(N2C(=O)CC(N3CCN(c4ccccn4)CC3)C2=O)c1 (stereo not drawn)	i	i	i	-0.1	-26	-5	0	i	i	i	-10
C=C1CCN(C(Cc2ccccc2)C(=O)OC)S(=O)(=O)c2ccc(F)cc21 (stereo not drawn)	i	i	i	-4.4	8	.	.	i	i	i	-1
C=CCN1CCN(Cc2cnc(Cl)s2)CC1	i	i	i	-0.5	4	19	5	i	i	i	-5

In the list so far, these contain a halogen.
SMILES	TRPC6 inh	TRPC4 potent	MrgX1 antagonist	HIF act	aSyn UTR inh	KLF5 inhibitor	IEC-6 tox	TRPC4 inh	TRPC4 agonist	TRPC6 act	SKKanGAS inh
O=C(c1sc2ccccc2c1Cl)N(Cc1ccco1)C1CCS(=O)(=O)C1 (stereo not drawn)	i	i	i	-0.1	26	-23	-2	i	59*	i	-5
O=C(NCc1ccccn1)c1ccc(Cl)c(S(=O)(=O)Nc2ccccc2C(=O)NCc2ccccn2)c1	i	i	i	0.0	4	-2	-7	i	i	i	4
CCN(CCn1cccn1)C(=O)CCc1nnc(C2(c3ccc(Cl)cc3)CCC2)o1	i	i	i	1.4	-86	5	-4	i	i	i	-7
O=C(O)CCC(=O)NNC(=O)c1ccc(Br)cc1	i	i	-9.3*	0.1	-27	-12	-7	i	i	i	-6
Cc1ccn2cc(C(=O)N3CCCC(Nc4ccc(F)cc4)C3)nc2c1 (stereo not drawn)	i	i	i	0.8	-17	-26	-1	i	i	i	-2
CC(C)Cn1c(-c2cc(Br)ccc2F)nc2c1c(=O)[nH]c(=O)n2CC(C)C	i	i	i	-0.4	33	6	4	i	i	i	5
COc1ccc(Br)cc1CN1CCCCCC1	i	i	i	-1.3	-6	-36	3	i	i	i	0
O=C(CSc1nnnn1Cc1ccccc1)Nc1cccc(F)c1	i	i	i	0.2	10	-8	8	i	i	i	-3
Cc1cc(SC(C)C(=O)NCC(=O)Nc2ccc(F)c(F)c2F)nc2ccccc12 (stereo not drawn)	i	i	i	0.0	?	-16	0	i	i	i	-10
Nc1c(C(=O)Nc2ccc(Cl)cc2)sc2nc(N3CCOCC3)c3c(c12)CCCC3	i	i	i	0.7	14	0	-3	i	i	i	38
O=C(CCC1CCN(Cc2ccccc2Cl)CC1)NC1CC1	i	i	i	0.1	-4	-23	0	i	i	i	-4
O=C(c1ccc2c(=O)n(-c3ccccc3)c(=O)[nH]c2c1)N1CCN(c2ccc(F)cc2)CC1	i	i	i	-0.1	5	-12	1	i	i	i	-13
Cc1ccc(NC(=O)Nc2c(Cl)cccc2Cl)cn1	i	i	i	-25	10	-49	0	i	i	i	-1
C=C1CCN(C(Cc2ccccc2)C(=O)OC)S(=O)(=O)c2ccc(F)cc21 (stereo not drawn)	i	i	i	-4.4	8	.	.	i	i	i	-1
C=CCN1CCN(Cc2cnc(Cl)s2)CC1	i	i	i	-0.5	4	19	5	i	i	i	-5

High-throughput results from PubChem BioAssay.
